ROC1-CUL1 inh: human ROC1-CUL1 E3 ligase inhibition. in vitro K48 di-Ub FRET, acceptor:donor ratio, 45 min. AID 1347404. P62877+Q13616. actives 0.6% (n = 140,000). inhibition, % at 10 µM; in the data active = inhibition above about 25%
Target sequence (P62877 whole entry, looked up): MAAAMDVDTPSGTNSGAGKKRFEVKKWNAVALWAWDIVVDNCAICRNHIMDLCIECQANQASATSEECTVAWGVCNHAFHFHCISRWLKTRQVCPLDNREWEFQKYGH
Target sequence (Q13616 whole entry, looked up): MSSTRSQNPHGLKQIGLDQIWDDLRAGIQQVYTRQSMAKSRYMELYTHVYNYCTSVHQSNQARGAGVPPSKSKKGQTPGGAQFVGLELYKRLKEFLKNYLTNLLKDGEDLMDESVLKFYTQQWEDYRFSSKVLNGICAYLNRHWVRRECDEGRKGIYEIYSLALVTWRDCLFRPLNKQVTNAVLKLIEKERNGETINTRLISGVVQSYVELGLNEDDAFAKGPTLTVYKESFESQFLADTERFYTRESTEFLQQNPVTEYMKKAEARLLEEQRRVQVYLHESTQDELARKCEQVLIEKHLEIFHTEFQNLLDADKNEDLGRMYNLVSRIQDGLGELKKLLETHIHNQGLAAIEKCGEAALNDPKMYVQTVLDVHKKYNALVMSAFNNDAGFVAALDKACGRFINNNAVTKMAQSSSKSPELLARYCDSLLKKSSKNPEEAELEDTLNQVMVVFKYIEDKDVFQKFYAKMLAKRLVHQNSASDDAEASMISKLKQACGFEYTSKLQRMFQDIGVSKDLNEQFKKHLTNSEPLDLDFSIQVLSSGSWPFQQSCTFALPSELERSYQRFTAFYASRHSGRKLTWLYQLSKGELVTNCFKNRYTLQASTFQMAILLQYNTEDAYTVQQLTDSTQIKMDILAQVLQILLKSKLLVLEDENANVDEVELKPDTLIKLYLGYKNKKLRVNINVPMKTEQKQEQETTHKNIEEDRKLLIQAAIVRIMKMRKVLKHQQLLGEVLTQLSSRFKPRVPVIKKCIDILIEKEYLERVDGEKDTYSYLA
Starred values were filed as active, the others as inactive; & = joins results of further samples.

Preview (six entries):
Compound,ROC1-CUL1 inh
Cc1ccc(NC2CCCN(C3CCOCC3)C2)cc1C (stereo unspecified),12
COC(=O)c1c(S(=O)(=O)NC2CC2)sc2c1CCN(C(=O)/C=C/c1ccccc1Cl)C2,-3
O=C(CC1C(=O)OCCN1Cc1ccccc1)Nc1ccc(F)cc1 (stereo unspecified),3
S=c1[nH]c2cccnc2c2ccsc12,14
CC1=NN(C(=O)c2cc(-c3ccc(C)s3)nc3ccccc23)C(O)(C(F)F)C1 (stereo unspecified),4
CN(C)S(=O)(=O)c1ccc2c(c1)N(CC(=O)N1CCN(c3ccc(F)cc3)CC1)CCS2,-4

Main list, from the first entry:
Compound,ROC1-CUL1 inh
Cc1ccc(NC2CCCN(C3CCOCC3)C2)cc1C (stereo unspecified),12
COC(=O)c1c(S(=O)(=O)NC2CC2)sc2c1CCN(C(=O)/C=C/c1ccccc1Cl)C2,-3
O=C(CC1C(=O)OCCN1Cc1ccccc1)Nc1ccc(F)cc1 (stereo unspecified),3
S=c1[nH]c2cccnc2c2ccsc12,14
CC1=NN(C(=O)c2cc(-c3ccc(C)s3)nc3ccccc23)C(O)(C(F)F)C1 (stereo unspecified),4
CN(C)S(=O)(=O)c1ccc2c(c1)N(CC(=O)N1CCN(c3ccc(F)cc3)CC1)CCS2,-4
Cc1ccc(C)c(-n2nnc(C(=O)Nc3ccc(Br)cc3)c2C)c1,4
Cc1cc(C)c2oc(-c3cccc(N)c3)nc2c1,-2
Cc1ccc(NC(=O)C2CCN(c3nc4ccccc4[nH]3)CC2)c(C)c1,-1
CSc1cc(-c2ccc(Cl)cc2)nc(N)n1,10
COc1ccc(OC)c(-c2csc(N3CCOCC3)n2)c1,6
CC(=O)c1cc(Cc2nc(-c3c(C)ncc4c3CCNC4)no2)cs1,-2
CSc1cccc(NC(=O)c2cc3c(COC(C)=O)cnc(C)c3oc2=O)c1,5
c1ccc2c3c([nH]c2c1)-c1nonc1CC3,-1
c1ccc(C2CCC(NCc3ccco3)CC2)cc1 (stereo unspecified),5
CC(=C1C(=O)c2ccccc2C1=O)N1c2ccccc2N=C2CC(C)(C)CC(=O)C2C1c1ccc2c(c1)OCO2 (stereo unspecified),-2
C(C=C(c1ccccc1)c1ccccc1)=C(c1ccccc1)c1ccccc1,-6
CCc1ccc(NC(=O)c2ccc(-c3ccccc3)s2)cc1,-13
Cc1cn2c3c(=O)n(Cc4ccccc4Cl)c(=O)n(C)c3nc2n1CCN(C)C,-11
CC(=O)Nc1ccc(OC(=O)c2ccccc2)cc1,5

Seven of the compounds above, with the structure last.
ROC1-CUL1 inh | Compound
12 | Cc1ccc(NC2CCCN(C3CCOCC3)C2)cc1C (stereo unspecified)
-3 | COC(=O)c1c(S(=O)(=O)NC2CC2)sc2c1CCN(C(=O)/C=C/c1ccccc1Cl)C2
3 | O=C(CC1C(=O)OCCN1Cc1ccccc1)Nc1ccc(F)cc1 (stereo unspecified)
14 | S=c1[nH]c2cccnc2c2ccsc12
4 | CC1=NN(C(=O)c2cc(-c3ccc(C)s3)nc3ccccc23)C(O)(C(F)F)C1 (stereo unspecified)
-4 | CN(C)S(=O)(=O)c1ccc2c(c1)N(CC(=O)N1CCN(c3ccc(F)cc3)CC1)CCS2
4 | Cc1ccc(C)c(-n2nnc(C(=O)Nc3ccc(Br)cc3)c2C)c1

Further records.
Compound,ROC1-CUL1 inh
Oc1c(Cl)cc(Cl)cc1C=Nc1cc(C(F)(F)F)ccc1Oc1ccc(Cl)cc1,8
O=C1CC(N2CCc3ccccc32)C(=O)N1c1cc(Cl)cc(Cl)c1 (stereo unspecified),12
Cc1c([N+](=O)[O-])cc(C(=O)Nc2ccc3oc(-c4ccccc4)nc3c2)cc1[N+](=O)[O-],0
CC1(C)CC(N=C2C=C(C(C)(C)C)C(=O)C(C(C)(C)C)=C2)CC(C)(C)N1,-7
Cc1cc(C(=O)O)ccc1-c1ccc(/C=C2\SC(=O)N(CC(=O)N3CCCC3)C2=O)o1,10
COc1cccc(/C=N\NC(=O)CSc2nnc(-c3ccc(C)cc3)n2-c2ccccc2)c1O,-2
S=C(c1cn(Cc2ccc(Cl)cc2Cl)c2ccccc12)N1CCCC1,-1
CN(C)C(=O)C12CCC(C)(c3nc4ccccc4nc31)C2(C)C (stereo unspecified),2
Cc1ccccc1CSCC(=O)NCCSCc1ccc(Cl)c(Cl)c1,4
CC(=O)c1ccc(NC(=O)c2ccc(C(F)(F)F)cc2)cc1,-5
CCc1ccccc1NS(=O)(=O)Cc1ccccc1C,-2
CCc1noc(C)c1C(=O)N1CCN(C2CCCCC2)CC1,-7
CCC1CCc2nc3sc(C(=O)Nc4ccc(C)c(C)c4)c(N)c3cc2C1 (stereo unspecified),-3
COc1ccc(NC(=O)CSc2nc3ccccc3n2Cc2cccc(OC)c2)cc1,-3
C=C(C)Cn1c(=O)c2c(nc3n(-c4ccccc4N)c(C)cn23)n(C)c1=O,8
O=C(NCCc1cnccn1)c1cn(CC2COc3ccccc3O2)nn1 (stereo unspecified),1
CC(=O)NC(C(=O)NCc1cccnc1Oc1ccccc1)C(C)C (stereo unspecified),2
CC(=O)c1c(C)oc2c(Cl)cc(NS(=O)(=O)c3cc(C)c(C)cc3C)cc12,-1&6
CSc1ccc(CCNC(=O)C2CCN(c3nc4ccccc4nc3C(F)(F)F)CC2)cc1,-3
S=C(Nc1cccc(Cl)c1)Nc1ncccn1,4
O=C(Nc1ccc(Cl)cc1)OCCn1nnnc1C1(NS(=O)(=O)c2ccccc2)CCCCC1,0
COc1cc(C2C(C#N)C(C)NC3C4CCCCC4S(=O)(=O)C32)cc(OC)c1OC (stereo unspecified),2
O=C(c1ccc(N2CCOCC2)cc1)N1CCC(c2nc(C(F)(F)F)ncc2-c2ccccc2)CC1,1
Cn1c(=O)c2c(nc(NCc3ccccc3)n2Cc2ccccc2)n(C)c1=O,7
CCCCOn1c(C)c(C(=O)OCC)c2c3nonc3ccc21,-3
COCc1ccc(CN2CCC3(CCCN(Cc4cccc(C)c4)C3)C2)o1 (stereo unspecified),3
COCC(O)CNC(=O)c1ccc(OC2CCN(C3CCCC3)CC2)c(OC)c1 (stereo unspecified),-1
COc1cc(NC(=O)CSc2nc3ccccc3nc2Cc2ccc(Cl)cc2)cc(OC)c1,2
COC(=O)c1ccc(OCc2ccccc2C)cc1,9
COCCN1C(=O)c2oc3ccc(C)cc3c(=O)c2C12C(=O)N(C)c1ccccc12 (stereo unspecified),-8
N#Cc1c(N2CCOCC2)sc(-c2ccccc2)c1N,-4
c1ccc2[nH]c(CN3CCOCC3)nc2c1,-2
N#Cc1c2c(c(=O)n3c4ccccc4n(CC(=O)c4ccc(Cl)cc4)c13)CCCC2,0
CCOc1ccc(NC(=O)NCCN2CCN(c3ccccc3F)CC2)cc1,-7
CCc1noc(C)c1C(=O)NCc1cccnc1N1CCN(C)CC1,-3
CCNS(=O)(=O)c1ccc([N+](=O)[O-])cc1,4
O=C(Nc1ccc(Br)cc1)c1ccc(Br)c(S(=O)(=O)NCc2ccccc2)c1,5
COc1ccc(NC(=O)c2oc3ccccc3c2NC(=O)C23CC4CC(CC(C4)C2)C3)cc1,0
CCCOc1ccc(NC(=O)CC2C(=O)N(c3cccc(C)c3)C(=O)N2CCc2ccncc2)cc1 (stereo unspecified),0
COc1ccc(CNC(=O)c2ccc(NC(=O)N3CCSc4ncccc43)cc2)cc1OC,3
Cc1nc2cccnc2n1-c1cccc(C(=O)N2CCN(c3ccc(Cl)cc3)CC2)c1,2
CN1CCN(C(=O)c2sc3cc(F)ccc3c2Cl)CC1,7
COC(=O)c1c(NC(=O)CSc2nnc3ccccn23)sc(C)c1C,-2
c1ccn2c(Sc3ncnc4sc5c(c34)CCCCC5)nnc2c1,17
COc1ccc(CCC2CCCN(Cc3nc[nH]c3C)C2)cc1 (stereo unspecified),3
CCOC(=O)C1=C(c2ccccc2)N=c2s/c(=C/c3cc(C(C)(C)C)c(O)c(C(C)(C)C)c3)c(=O)n2C1c1ccc(SC)cc1 (stereo unspecified),-13
CCOC(=O)c1c(NC(=O)C(F)(F)F)sc2c1CCC2,1
COC(=O)N/N=C/c1ccc([N+](=O)[O-])s1,-11
COc1ccc(-c2nc(Cn3c(=O)cc(-c4ccccc4)c4c(C)nn(C)c43)c(C)o2)cc1OC,-9
c1cc(-c2ccn(CCN3CCOCC3)n2)cc(-c2cncc3ccccc23)c1,1
CCN1CCN(CC(O)COC2CCCCC2)CC1 (stereo unspecified),3
COc1cccc(-c2nc(CS(=O)(=O)CC(=O)NCCc3ccc(Cl)cc3)c(C)o2)c1,3
COc1ccc(N=c2ssc3c2-c2cc(C)ccc2NC3(C)C)cc1OC,8
CCOc1ccccc1NC(=O)C(C)Oc1ccc(C)cc1C (stereo unspecified),3
O=C(NCCc1ccncc1)Nc1ccc(Cl)cc1,-4
O=c1c2c3c(sc2nc(SCc2cccc(Cl)c2Cl)n1-c1ccccc1)CCCC3,-2
O=C(Nc1nc2ccccc2n1CCN1CCCCC1)C12CC3CC(C1)CC(n1cnc(Br)n1)(C3)C2,-2
Cc1ccc(-c2csc(NC(=O)NC3CCCCC3)n2)c(C)c1,-1
COc1ccc2nc(NC(=O)CSc3nc(C)cc(=O)[nH]3)sc2c1,-3
CCN1CCN(CC(=O)N2CCCC(CCc3ccccc3F)C2)CC1 (stereo unspecified),3

(next part)
Compound,ROC1-CUL1 inh
Cc1nn(-c2ccccn2)c2c1C(=O)C(C=Nc1cccc(C(F)(F)F)c1)CC2 (stereo unspecified),3
CC(=O)CSc1nc2ccc(Nc3nc(N4CCOCC4)nc(N4CCOCC4)n3)cc2s1,-2
O=C(Nc1cc(NC(=O)c2ccc(Br)o2)ccc1Cl)c1ccccc1,-4
COc1cc(/C=C2\SC(=O)N(Cc3c(F)cccc3Cl)C2=O)cc(Cl)c1OC,-4
COCCCNC(=O)C1CCCN(c2nn3cc(-c4ccc(C)cc4)nc3s2)C1 (stereo unspecified),-13
O=S(=O)(Cc1ccccc1)c1nc2ccccc2n1Cc1ccccc1F,-3
COC(=O)C1=C(C)OC(=N)C(C#N)C1c1ccc(Cl)s1 (stereo unspecified),5
CC(C)(C)C1CCc2nc3sc(C(=O)N(c4ccccc4)c4ccccc4)c(N)c3cc2C1 (stereo unspecified),2
CSC1=NC(=O)/C(=C/c2ccccc2)N1C,25
CS(=O)(=O)N(CC(=O)NCc1ccccc1Cl)Cc1ccccc1,-9
N#Cc1ccccc1S(=O)(=O)N1CCCC(c2nc3c(nnn3Cc3cccc(Cl)c3)c(=O)[nH]2)C1 (stereo unspecified),6
COc1cc(-c2n[nH]c(=S)o2)cc(OC)c1OC,3
CCCS(=O)(=O)c1ncc(Cl)c(C(=O)Nc2c(C(=O)c3ccccc3)oc3ccccc23)n1,-11
Cc1nc(N2CCCCCCC2)ncc1C(C)NCC1CC1 (stereo unspecified),-2
CCCc1cc(=O)n2[nH]c(C)c(-c3ccc(F)cc3)c2n1,-5
c1ccc2c(NC3CCCC3)nnc(NC3CCCC3)c2c1,-7
Clc1ccc(-c2nnn3c2nc(NC2CCCCC2)c2ccccc23)cc1,2
COC(=O)c1ccccc1NC(=O)Cn1c(=O)n(CCCC(=O)NCc2ccccc2Cl)c(=O)c2ccccc21,-3
O=S(=O)(Cc1ccccc1)NCC1CCCN(Cc2cccc3cccnc23)C1 (stereo unspecified),-5
Cn1c(=O)c(=O)n(C)c2cc(C(=O)NCc3ccccc3Cl)ccc21,-7
Cc1ccc(S(=O)(=O)Nc2cccc(C(=O)NC(C)C)c2C)cc1,-3
CCCOc1ccc(/C=C2\N=C(c3cc(F)c(F)cc3Cl)OC2=O)cc1OC,11
CS(=O)(=O)Nc1cccc(Cl)c1,7
COc1ccc(OC)c(NC(=O)Cn2cc(C(=O)c3cccs3)c3ccccc32)c1,15
CCOC(=O)c1cn(-c2nc(-c3ccc(NC(C)=O)cc3)cs2)c2c(F)c(F)c(F)cc2c1=O,18
Cc1cccc(N2CCN(c3c(CN4CCCC4)c(=O)oc4ccccc34)CC2)c1C,7
Cc1cc(SCC(N)=O)nc2ccccc12,-4
O=[N+]([O-])c1ccc2c(c1)c(-c1ccccc1)c(CN1CCOCC1)n2Cc1ccccc1,-9
CCN(CC)C1C=NN(c2ccccc2)C(=O)C1=NC(C)=O (stereo unspecified),-3
OC(Cc1ccccc1)c1ccc2c(c1)CN(Cc1ccc3c(c1)OCCO3)CCO2 (stereo unspecified),12
O=C(O)c1cc(Cl)ccc1Sc1cccs1,1
Cc1ccc(C(=O)Nc2ccc(S(=O)(=O)N3CCC(c4nc5ccccc5s4)CC3)cc2)cc1,2
Cc1nc(CC(C)C)cc(-c2nc(-c3c(C)ncc4c3CCNC4)no2)n1,-4
COc1cc2c(cc1OC)-c1cc(N=Nc3ccccc3)c(O)n1C(C)(C)C2,5
CCOC(=O)c1c(NC(=O)c2ccc(Cn3cc(Br)cn3)o2)sc2c1CCCC2,-3
O=C1NC(=S)N(c2cc(Cl)cc(Cl)c2)C(=O)C1C=Nc1ccccc1 (stereo unspecified),-3
COc1ccccc1CNC(=O)c1cn(C)c2ccc(S(=O)(=O)N3CCC(C)CC3)cc2c1=O,3
Cc1ccc(C)c(N2CCN(C(=O)Cn3nc(C)c4sc5ccccc5c4c3=O)CC2)c1,2
Cc1ccc(OC(=O)c2ccc(Oc3ccc([N+](=O)[O-])cc3)cc2)cc1C,-9
Cn1c(=O)c2c(nc(CN3CCN(c4ccccc4F)CC3)n2Cc2ccccc2F)n(C)c1=O,8
COc1ccc(Nc2ncc(CN3CCN(c4cn[nH]c(=O)c4)CC3)s2)cc1,13
Cc1ccc(C(=O)Nc2ccc3c(c2)C(=O)N(CC2CCCO2)C3=O)cc1 (stereo unspecified),1
CSc1cccc(NC(=O)CSc2nnc(-c3ccc(Cl)cc3Cl)n2N)c1,0

Not all compounds are listed; the hit share may differ from the screen's.
